Assay outcomes (PubChem BioAssay)
DNA FID counter: fluorescent intercalator displacement, NS3 helicase counter-screen; DNA fluorescent intercalator displacement, fluorescence; hit rate 0.17% among 290,000; AID 1845; inhibition, % at 7.9 µM; in the data active = inhibition above about 37%;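 also: 0% = vehicle and 100% = reference compound; higher means more ethidium bromide displaced from hairpin DNA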
MEKK2 WT-MEK5: raises or lowers MEK5 binding to wildtype human MEKK2 PB1 domain. Q9Y2U5. bead flow cytometry, Alexa488-MEK5 binding to MEKK2 WT; actives lie on both sides. binding response (% of control), % at 10 µM. hit rate 1.1% among 290,000; in the data active = binding response below about 67% or above about 130%
PfM18AAP inh: PfM18AAP enzyme inhibition | recombinant PfM18AAP, H-Glu-NHMec fluorogenic cleavage | inhibition, % at 7.35 µM | hit rate 1.2% among 290,000;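 active = inhibition above the campaign mean inhibition over all tested compounds plus 3 SD, cut at about 28% in these data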;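 also: 0% = plate median of test compound wells and 100% = 2 mM ZnCl2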
NALP1 inh: NALP1 inhibition | S. cerevisiae NALP1/ASC/caspase-1 growth, X-gal OD620, 72 h | hit rate 0.61% among 280,000 | inhibition, % at 10 µM; in the data active = inhibition mostly above about 24%, no sharp cut-off; inactive = mostly below about 32%; also: some compounds called inactive have numbers as strong as hits
MEKK3 PB1 HTS: modulators (inhibitors or enhancers) of MEK5 binding to human MEKK3 PB1 domain; binding response (% of control), % at 10 µM; hit rate 1.4% among 290,000; Q99759; bead-based flow cytometry, Alexa488-MEK5 binding to MEKK3; actives lie on both sides; 0 = blocked by unlabeled MEK5, 100 = vehicle;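 active = binding response more than 3 SD above or below the average of its plate-row segment, actives on both sides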;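 also: Alexa488 bead fluorescence after subtracting the streptavidin-only scavenger bead signal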
Target sequence (Q99759 whole entry, looked up, the tested form may be a part): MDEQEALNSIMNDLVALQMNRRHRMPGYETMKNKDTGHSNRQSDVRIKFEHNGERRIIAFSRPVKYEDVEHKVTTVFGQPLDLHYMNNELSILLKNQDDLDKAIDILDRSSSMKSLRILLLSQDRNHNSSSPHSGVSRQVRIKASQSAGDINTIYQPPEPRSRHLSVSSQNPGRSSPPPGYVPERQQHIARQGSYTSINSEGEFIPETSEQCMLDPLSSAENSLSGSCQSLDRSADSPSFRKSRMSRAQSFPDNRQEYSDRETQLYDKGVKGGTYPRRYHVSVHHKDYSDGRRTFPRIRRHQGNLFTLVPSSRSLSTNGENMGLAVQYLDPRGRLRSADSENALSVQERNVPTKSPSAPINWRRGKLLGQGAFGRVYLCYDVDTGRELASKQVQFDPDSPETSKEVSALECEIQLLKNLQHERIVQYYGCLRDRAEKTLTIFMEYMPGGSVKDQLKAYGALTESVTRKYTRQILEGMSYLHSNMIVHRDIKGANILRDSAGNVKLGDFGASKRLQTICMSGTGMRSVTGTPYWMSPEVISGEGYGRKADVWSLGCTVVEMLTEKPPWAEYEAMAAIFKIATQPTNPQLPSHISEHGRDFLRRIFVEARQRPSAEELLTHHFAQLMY
MEKK2 mut-MEK5: signal of MEK5 binding to mutant human MEKK2 PB1 domain; bead flow cytometry, Alexa488-MEK5 binding to MEKK2 mutant; percent response, % at 10 µM; hit rate 0.35% among 290,000; in the data active = percent response above about 24%, passing the limit was not always enough; also: inactives centre near 1; some results filed as inactive read as strong as hits; reference of the scale not given here
PHOSPHO1 inh: blocks human PHOSPHO1 phosphatase activity. Q8TCT1. AID 1565. inhibition, % at 13.3 µM. hit rate 1.1% among 290,000. recombinant PHOSPHO1, absorbance phosphatase assay; in the data active = inhibition above about 60%
GPR7 antagonist: human neuropeptides B/W receptor 1 antagonism | P48145 | GPR7-expressing cells, fluorescence antagonist assay | inhibition, % at 4.4 µM | hit rate 1.1% among 290,000 | AID 1861; in the data active = inhibition above about 16%, passing the limit was not always enough;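 also: cells stimulated with the agonist NPW; 0% = agonist with vehicle and 100% = vehicle without agonist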
OXTR agonist: agonists of human oxytocin receptor; P30559; CHO-OTR cells, Fluo-8 calcium fluorescence; normalized: DMSO 0%, oxytocin 100%; activation, % at 3 µM; hit rate 0.32% among 320,000; AID 2435;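 active = activation above the mean of all tested compounds plus 3 SD, cutoff set per screening run, cut at about 20% in these data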;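 also: peak over basal fluorescence ratio from a 100 s FLIPR kinetic read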
Target sequence (P30559 whole entry, looked up): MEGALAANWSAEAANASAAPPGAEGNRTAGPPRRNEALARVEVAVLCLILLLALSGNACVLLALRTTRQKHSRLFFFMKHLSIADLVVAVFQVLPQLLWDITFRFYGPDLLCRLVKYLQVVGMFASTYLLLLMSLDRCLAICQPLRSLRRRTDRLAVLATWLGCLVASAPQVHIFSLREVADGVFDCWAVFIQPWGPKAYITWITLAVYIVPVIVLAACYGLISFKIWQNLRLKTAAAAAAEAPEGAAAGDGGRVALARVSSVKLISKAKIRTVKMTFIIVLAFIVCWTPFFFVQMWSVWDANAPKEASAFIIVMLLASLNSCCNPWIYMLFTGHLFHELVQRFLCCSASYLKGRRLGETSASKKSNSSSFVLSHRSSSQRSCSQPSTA
An asterisk follows results filed as active; [ ] = dose if it differs, or a comment.

Screening Cc1ccccc1-n1nnc2c(=O)oc3ccccc3c21 returned DNA FID counter -2, MEKK2 WT-MEK5 95, PfM18AAP inh -2, NALP1 inh 2, MEKK3 PB1 HTS 97, MEKK2 mut-MEK5 0, PHOSPHO1 inh -17, GPR7 antagonist 28 and OXTR agonist -0.3.
`Cc1cc(C(=O)Nc2cc(Br)ccc2O)on1` gave DNA FID counter -9, MEKK2 WT-MEK5 98, PfM18AAP inh 2, NALP1 inh -2, MEKK3 PB1 HTS 101, MEKK2 mut-MEK5 2, PHOSPHO1 inh -4, GPR7 antagonist 17 and OXTR agonist 4.0.
`CCOC(=O)c1c(C)[nH]c(C)c1C(=O)COc1ncnc2cc([N+](=O)[O-])ccc12` gave DNA FID counter -12, MEKK2 WT-MEK5 100, PfM18AAP inh 3, NALP1 inh -9, MEKK3 PB1 HTS 109, MEKK2 mut-MEK5 -2, PHOSPHO1 inh 27, GPR7 antagonist -8 and OXTR agonist -1.7.
Screening O=S(=O)(c1cccc2nonc12)N1CCCCC1 returned DNA FID counter -1, MEKK2 WT-MEK5 107, PfM18AAP inh 6, NALP1 inh -5, MEKK3 PB1 HTS 103, MEKK2 mut-MEK5 6, PHOSPHO1 inh 14, GPR7 antagonist 2 and OXTR agonist -0.6.
For N#Cc1nc(N2CCCCC2)nc(N2CCOCC2)n1 the results were DNA FID counter 4, MEKK2 WT-MEK5 96, PfM18AAP inh -1, NALP1 inh 17, MEKK3 PB1 HTS 94, MEKK2 mut-MEK5 0, PHOSPHO1 inh 16, GPR7 antagonist -10 and OXTR agonist -2.5.
For O=C(CSc1nc2ccccc2c(=O)n1-c1ccccc1Cl)Nc1cccc(S(=O)(=O)N2CCOCC2)c1 the results were DNA FID counter -19, MEKK2 WT-MEK5 101, PfM18AAP inh 2, NALP1 inh 34, MEKK3 PB1 HTS 102, MEKK2 mut-MEK5 0, PHOSPHO1 inh 12, GPR7 antagonist 3 and OXTR agonist 0.8.
Screening CCCCCCOc1ccc(N2C(=O)CC(N3CCN(CCN=CC4=C(O)CC(C)(C)CC4=O)CC3)C2=O)cc1 (stereo unspecified) returned DNA FID counter -12, MEKK2 WT-MEK5 91, PfM18AAP inh 5, NALP1 inh -4, MEKK3 PB1 HTS 92, MEKK2 mut-MEK5 -7, PHOSPHO1 inh 13, GPR7 antagonist -10 and OXTR agonist 2.2.
For CCOC(=O)C1=C(N)c2ccccc2CC1C(C)C (stereo unspecified) the results were DNA FID counter -2, MEKK2 WT-MEK5 95, PfM18AAP inh -7, NALP1 inh 10, MEKK3 PB1 HTS 92, MEKK2 mut-MEK5 -6, PHOSPHO1 inh 4, GPR7 antagonist -4 and OXTR agonist -0.3.
CCOCCCNC(=O)c1ccc(OC(C)=O)cc1 was read as DNA FID counter 0, MEKK2 WT-MEK5 103, PfM18AAP inh -4, NALP1 inh 14, MEKK3 PB1 HTS 100, MEKK2 mut-MEK5 3, PHOSPHO1 inh 32, GPR7 antagonist -4 and OXTR agonist 0.6.
Cc1cccc(-c2c3c(=O)n(C)c(=O)n(C)c3cn2CC2CCCO2)c1 (stereo unspecified) was read as DNA FID counter -10, MEKK2 WT-MEK5 102, PfM18AAP inh -5, NALP1 inh -18, MEKK3 PB1 HTS 97, MEKK2 mut-MEK5 10, PHOSPHO1 inh 5, GPR7 antagonist -5 and OXTR agonist 0.5.
CCOCCCNC1=C(Cl)C(=O)c2ccccc2C1=O was read as DNA FID counter 6, MEKK2 WT-MEK5 89, PfM18AAP inh -10, NALP1 inh -3, MEKK3 PB1 HTS 86, MEKK2 mut-MEK5 -19, PHOSPHO1 inh 8, GPR7 antagonist -10 and OXTR agonist -2.7.
For CC1(C)C(=O)Nc2ccccc2N1C(=O)COc1ncnc2ccccc12 the results were DNA FID counter -10, MEKK2 WT-MEK5 107, PfM18AAP inh 4, NALP1 inh 2, MEKK3 PB1 HTS 109, MEKK2 mut-MEK5 0, PHOSPHO1 inh 32, GPR7 antagonist 3 and OXTR agonist 0.2.
For COc1ccc2nc(N3C(=O)C(O)=C(C(=O)c4ccco4)C3c3ccccc3OC)sc2c1 (stereo unspecified) the results were DNA FID counter -39, MEKK2 WT-MEK5 100, PfM18AAP inh 15, NALP1 inh -18, MEKK3 PB1 HTS 104, MEKK2 mut-MEK5 3, PHOSPHO1 inh 22, GPR7 antagonist 5 and OXTR agonist -1.5.
For O=C(NC(=S)Nc1ccccc1N1CCN(C(=O)c2ccccc2)CC1)c1cccs1 the results were DNA FID counter -1, MEKK2 WT-MEK5 94, PfM18AAP inh -9, NALP1 inh 3, MEKK3 PB1 HTS 100, MEKK2 mut-MEK5 -3, PHOSPHO1 inh 16, GPR7 antagonist -11 and OXTR agonist 0.2.
For O=C(Oc1ccc(N2C(=O)CCC2=O)cc1)c1ccccc1Cl the results were DNA FID counter -8, MEKK2 WT-MEK5 99, PfM18AAP inh 2, NALP1 inh 16, MEKK3 PB1 HTS 98, MEKK2 mut-MEK5 -1, PHOSPHO1 inh -3, GPR7 antagonist -2 and OXTR agonist 0.7.
Screening CC1CCN(CCc2nc3cc(NC(=O)C(C)C)ccc3n2C)CC1 returned DNA FID counter -2, MEKK2 WT-MEK5 104, PfM18AAP inh -8, NALP1 inh 22, MEKK3 PB1 HTS 98, MEKK2 mut-MEK5 1, PHOSPHO1 inh 18, GPR7 antagonist -12 and OXTR agonist 0.7.
Screening CCOc1ccc2nc(NC(=O)CSc3nc4c(c(=O)n(C)c(=O)n4C)n3CC)sc2c1 returned MEKK2 WT-MEK5 96, NALP1 inh -18, MEKK3 PB1 HTS 99, MEKK2 mut-MEK5 1, PHOSPHO1 inh -8 and OXTR agonist 0.6.
Screening CC(C)(C)c1ccc(/C=N/Nc2nncn2N)cc1 returned DNA FID counter 0, MEKK2 WT-MEK5 103, PfM18AAP inh 51*, NALP1 inh 2, MEKK3 PB1 HTS 107, MEKK2 mut-MEK5 10, PHOSPHO1 inh 30 and GPR7 antagonist -17.
CCN1CCN(Cc2ccc(NC(=O)c3ccc(C)c(NC(=O)C4=NN(c5ccccc5)C(=O)C4)c3)cc2C(F)(F)F)CC1 was read as MEKK2 WT-MEK5 94, MEKK3 PB1 HTS 96, MEKK2 mut-MEK5 7, PHOSPHO1 inh -12 and OXTR agonist -0.3.
CCn1c(COc2ccccc2)nnc1SCC(=O)Nc1ccc2c(c1)OCCO2 was read as DNA FID counter -15, MEKK2 WT-MEK5 94, PfM18AAP inh -1, NALP1 inh 3, MEKK3 PB1 HTS 101, MEKK2 mut-MEK5 1, PHOSPHO1 inh -25, GPR7 antagonist -5 and OXTR agonist -2.3.
`O=C(CSc1ncnc2c1oc1ccccc12)NC1CCCC1` gave DNA FID counter -33, MEKK2 WT-MEK5 105, PfM18AAP inh 2, NALP1 inh 16, MEKK3 PB1 HTS 102, MEKK2 mut-MEK5 1, PHOSPHO1 inh 33, GPR7 antagonist 16 and OXTR agonist 0.8.
Screening Cc1cccc(NC(=O)COC(=O)Cc2c[nH]c3ccccc23)c1C returned DNA FID counter -18, MEKK2 WT-MEK5 92, PfM18AAP inh 11, NALP1 inh 27, MEKK3 PB1 HTS 91, MEKK2 mut-MEK5 -4, PHOSPHO1 inh -1, GPR7 antagonist 6 and OXTR agonist 1.9.
`Cc1ccc(-n2ncc3c2CC(C)(C)CC3NC(=O)CCc2ccc(=O)[nH]n2)cc1` (stereo unspecified) gave DNA FID counter -33, MEKK2 WT-MEK5 99, PfM18AAP inh 0, NALP1 inh 0, MEKK3 PB1 HTS 100, MEKK2 mut-MEK5 3, PHOSPHO1 inh 15, GPR7 antagonist -12 and OXTR agonist 0.0.
Screening O=c1c2ccc([N+](=O)[O-])cc2ncn1Cc1ccccc1C(F)(F)F returned DNA FID counter -1, MEKK2 WT-MEK5 89, PfM18AAP inh 2, NALP1 inh 8, MEKK3 PB1 HTS 93, MEKK2 mut-MEK5 -8, PHOSPHO1 inh 24, GPR7 antagonist -13 and OXTR agonist -1.1.
`Nc1c(C(=O)NCCN2CCOCC2)c2nc3ccccc3nc2n1-c1cccc(F)c1` gave DNA FID counter 3, MEKK2 WT-MEK5 105, PfM18AAP inh 15, NALP1 inh 9, MEKK3 PB1 HTS 103, MEKK2 mut-MEK5 3, PHOSPHO1 inh 7, GPR7 antagonist 2 and OXTR agonist 3.8.
O=C(CCSCc1cccc(F)c1)NCc1ccc(F)cc1 was read as DNA FID counter -12, MEKK2 WT-MEK5 109, PfM18AAP inh -6, NALP1 inh -1, MEKK3 PB1 HTS 105, MEKK2 mut-MEK5 4, PHOSPHO1 inh 25, GPR7 antagonist -1 and OXTR agonist -1.6.
`Cc1[nH]c2ccccc2c1C(=O)C(=O)Nc1ccc2c(c1)OCO2` gave DNA FID counter -8, MEKK2 WT-MEK5 95, PfM18AAP inh 6, NALP1 inh 6, MEKK3 PB1 HTS 97, MEKK2 mut-MEK5 -3, PHOSPHO1 inh -14, GPR7 antagonist -7 and OXTR agonist 2.4.
`COc1ccc(N2CCN(C(=O)c3cn(CC4CCCCC4)nn3)CC2)cc1` gave DNA FID counter -36, MEKK2 WT-MEK5 103, PfM18AAP inh -2, NALP1 inh 6, MEKK3 PB1 HTS 102, MEKK2 mut-MEK5 3, PHOSPHO1 inh 22, GPR7 antagonist -9 and OXTR agonist 3.9.
CCOC(=O)C1CN(c2cc3c(cc2F)c(=O)c(C(=O)O)cn3CC)OC1C(=O)OCC (stereo unspecified) was read as DNA FID counter -5, MEKK2 WT-MEK5 101, PfM18AAP inh 4, NALP1 inh 2, MEKK3 PB1 HTS 101, MEKK2 mut-MEK5 2, PHOSPHO1 inh 4, GPR7 antagonist -9 and OXTR agonist -0.3.
COc1ccc(/C(O)=C2/C(=O)C(=O)N(CCCN(C)C)C2c2ccc(Cl)cc2)cc1OC (stereo unspecified) was read as DNA FID counter -2, MEKK2 WT-MEK5 99, PfM18AAP inh 8, MEKK3 PB1 HTS 101, MEKK2 mut-MEK5 2, GPR7 antagonist 2 and OXTR agonist 0.7.
O=C(c1cccc(C(F)(F)F)c1)C1CCCN(C(=O)/C=C/c2cnc[nH]2)C1 (stereo unspecified) was read as DNA FID counter -14, MEKK2 WT-MEK5 99, PfM18AAP inh -8, NALP1 inh -4, MEKK3 PB1 HTS 98, MEKK2 mut-MEK5 0, PHOSPHO1 inh 8 and GPR7 antagonist -9.
CCCNc1ncnc2onc(C)c12 was read as DNA FID counter -3, MEKK2 WT-MEK5 85, PfM18AAP inh -6, NALP1 inh 0, MEKK3 PB1 HTS 88, MEKK2 mut-MEK5 -12, PHOSPHO1 inh 34, GPR7 antagonist -5 and OXTR agonist 1.6.
Screening CCOC(=O)c1ccc(NC(=O)COc2ccccc2OC)cc1 returned DNA FID counter -12, MEKK2 WT-MEK5 100, PfM18AAP inh -4, NALP1 inh 4, MEKK3 PB1 HTS 94, MEKK2 mut-MEK5 -4, PHOSPHO1 inh 40, GPR7 antagonist -3 and OXTR agonist 0.4.
For COC(=O)Cn1cnc2c(nnn2-c2ccc(OC)cc2)c1=O the results were DNA FID counter -3, MEKK2 WT-MEK5 109, PfM18AAP inh -11, NALP1 inh 19, MEKK3 PB1 HTS 112, MEKK2 mut-MEK5 8, PHOSPHO1 inh 20, GPR7 antagonist 14 and OXTR agonist 1.3.
Screening CCCCOc1ccc(S(=O)(=O)Nc2cccnc2)cc1 returned DNA FID counter 1, MEKK2 WT-MEK5 -8.0*[inhibitor], PfM18AAP inh 1, NALP1 inh 14, MEKK3 PB1 HTS 1.0*[inhibitor], MEKK2 mut-MEK5 -23, PHOSPHO1 inh 46, GPR7 antagonist -15 and OXTR agonist 19.
